High-throughput results (PubChem)
EPAC2 antagonist: antagonists of human EPAC2; Potency, µM (highest dose often 114 µM), for inactives: at the highest dose activity, negative = inhibition, hits mostly inhibitors; EPAC2 GEF exchange of Rap1B-BODIPY-GDP, fluorescence; hit rate 0.18% among 360,000; Q8WZA2; further: potency means the concentration at half of the fitted maximal effect; on the % scale 0 is the no-effect control and ±100 the full control effect; nearly all actives have a fitted effect of over 45% in size; many of its hits are not listed in these tables
Target sequence (Q8WZA2 whole entry, looked up): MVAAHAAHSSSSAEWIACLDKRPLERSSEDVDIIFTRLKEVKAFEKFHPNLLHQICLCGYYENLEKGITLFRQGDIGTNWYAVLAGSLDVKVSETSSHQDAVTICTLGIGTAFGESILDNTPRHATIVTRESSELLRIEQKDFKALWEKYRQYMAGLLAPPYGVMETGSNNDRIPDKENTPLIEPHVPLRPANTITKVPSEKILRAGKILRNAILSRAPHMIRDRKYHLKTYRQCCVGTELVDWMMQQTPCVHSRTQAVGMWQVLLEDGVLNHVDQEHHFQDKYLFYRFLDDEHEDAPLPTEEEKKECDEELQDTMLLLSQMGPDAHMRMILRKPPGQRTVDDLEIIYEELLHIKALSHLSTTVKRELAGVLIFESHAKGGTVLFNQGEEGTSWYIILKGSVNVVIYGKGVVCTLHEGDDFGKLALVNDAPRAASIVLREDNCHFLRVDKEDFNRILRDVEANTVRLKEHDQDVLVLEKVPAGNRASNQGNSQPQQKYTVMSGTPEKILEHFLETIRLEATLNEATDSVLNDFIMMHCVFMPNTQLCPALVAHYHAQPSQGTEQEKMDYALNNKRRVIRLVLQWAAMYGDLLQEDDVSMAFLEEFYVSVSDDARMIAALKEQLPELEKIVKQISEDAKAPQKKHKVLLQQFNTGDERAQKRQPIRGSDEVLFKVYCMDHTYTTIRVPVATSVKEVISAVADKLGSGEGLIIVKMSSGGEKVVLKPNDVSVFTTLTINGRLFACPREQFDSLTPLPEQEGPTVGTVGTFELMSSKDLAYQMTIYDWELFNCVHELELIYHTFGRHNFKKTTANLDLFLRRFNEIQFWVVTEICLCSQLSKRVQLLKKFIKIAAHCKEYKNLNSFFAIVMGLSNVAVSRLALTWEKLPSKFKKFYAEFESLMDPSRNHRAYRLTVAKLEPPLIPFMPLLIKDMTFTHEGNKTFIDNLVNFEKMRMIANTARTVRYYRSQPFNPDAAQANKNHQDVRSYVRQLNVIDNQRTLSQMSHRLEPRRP
CCT modulator: modulators of cytosolic chaperonin (CCT/TRiC) activity; hit rate 0.3% among 360,000; activity change, % (no concentration beside the values), hits read low; purified chaperonin ATPase assay, HTRF ADP detection, 30 min; in the data active means activity change below about -30%; further: on the % scale 0 is the no-effect control and ±100 the full control effect
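First, chaperonin was dispensed at 40 nM or 20 nM final depending on batch activity. Next, compounds were pinned at 76 uM and ATP added at 10 uM. After 30 min at 37 °C, ADP detection reagents ran 30 min at ambient temperature.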
TGFb inhibitor: TGF-b pathway inhibition. HepG2 CAGA-GFP TGF-b/SMAD3 reporter, GFP fluorescence, 18 h; TGF-beta stimulated, 500 pg/mL final. Potency, µM (series often up to 46.1 µM), for inactives: top-dose activity, negative = inhibition, usual class: inhibitors. hit rate 1.2% among 410,000. AID 588855; further: potency means the concentration at half of the fitted maximal effect; on the % scale 0 is the no-effect control and ±100 the full control effect; nearly all actives have a fitted effect of over 65% in size
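Smad-responsive CAGA-GFP expression was quantified in HEPG2 cells exposed to compounds and 500 pg/mL final TGF-beta for 18 h at 37 degrees C; unstimulated wells defined full inhibition.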
Mm-Cpn inhibitor: M. maripaludis TRiC chaperonin inhibition | purified Mm-Cpn ATPase, ADP Transcreener TR-FRET | Potency, µM (top dose mostly 76.9 µM), inactives show top-dose activity, negative = inhibition, usual class: inhibitors | hit rate 0.031% among 330,000; further: potency means the concentration at half of the fitted maximal effect; on the % scale 0 is the no-effect control and ±100 the full control effect; nearly all actives have a fitted effect of over 80% in size
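ATPase turnover read by TR-FRET ADP competition (Eu cryptate antibody/ADP-d2, 665/590 nm): 10uM ATP final, 25nM Mm-CPN final, 30 min 37degC after 10-min compound preincubation, pH 7.4 Tris/KCl/MgCl2/DTT buffer.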
Nrf2 inh: blocks Nrf2 signaling. A549 ARE-Fluc reporter, luciferase luminescence, 18-24 h. Potency, µM (titrated, usually from 46 µM), inactives show top-dose activity change, negative = inhibition, actives largely listed as inhibitors. hit rate 2.1% among 360,000; further: potency means the concentration at half of the fitted maximal effect; on the % scale 0 is the no-effect control and ±100 the full control effect; nearly all actives have a fitted effect of over 60% in size
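A549 ARE_Fluc cells (5000/well, 5% FBS OPTI-MEM) pre-incubated 2 h, then treated with compounds 18-24 h at 37C/5% CO2 in concentration-response. CellTiter-Fluor viability read first; BugLite luciferase luminescence after 15 min at room temperature gives Nrf2 activity.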
EPAC2 ag: activates human EPAC2 exchange factor; EPAC2 activation, biochemical qHTS; response scale: 100% = 6.5 mM cAMP response; hit rate 0.079% among 360,000; Q8WZA2; Potency, µM (doses to about 154 µM), for inactives: at the top dose activation, most hits filed as activators; AID 720711; further: potency means the concentration at half of the fitted maximal effect; nearly all actives have a fitted effect of over 50% in size
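qHTS, titration series. 100 nM EPAC2 / 250 nM Rap1B-BODIPY-GDP / 50 uM GDP; RT; ex 480/em 540 nm, 5-min reads to 30 min. Norm. to 6.5 mM cAMP = activation.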
A549 tox: kills or reduces viability of A549 cells in Nrf2 counter-screen; hit rate 0.16% among 390,000; Potency, µM (top dose mostly 46 µM), without a hit: at the highest dose activity change, negative = cytotoxicity, hits mostly inhibitors; A549 ARE-Fluc cells, CellTiter-Fluor viability, 18-24 h; further: potency means the concentration at half of the fitted maximal effect; on the % scale 0 is the no-effect control and ±100 the full control effect
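A549 ARE_Fluc cells in 5% FBS OPTI-MEM were exposed to compounds in concentration-response for 18-24 h at 37 deg C. Viability was read by CellTiter-Fluor fluorescence (Ex 405/Em 525) after 30 min, before the luciferase read.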
Nrf2 activator: activates Nrf2 signaling. AREc32 ARE-luciferase reporter (MCF7-derived line), luminescence, 24 h. Potency, µM (highest dose often 46.1 µM), without a hit: at the highest dose activation, actives largely listed as activators. hit rate 0.31% among 410,000; further: potency means the concentration at half of the fitted maximal effect; % of control where 0% means no effect; nearly all actives have a fitted effect of over 65% in size
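Luciferase luminescence (Steady-Glo, 30 min at room temperature) served as the read-out of ARE activation in AREc32 cells treated with compounds for 24 hr at 37 deg C.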
pAkt inh: Akt phosphorylation inhibition | hit rate 0.32% among 360,000 | activity change, % for hits at 50 µM | Neuro2A IGF-stimulated pAkt S473 HTRF, 20 min; active compounds read low | AID 651550; in the data active means activity change below about -80%; inconclusive means mostly about -51% to -80%; further: on the % scale 0 is the no-effect control and ±100 the full control effect
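Neuro2A cells (4,500/well, DMEM with 0.5% FBS) were treated with compound at a single 50 µM final concentration, stimulated with 6 nM IGF for 20 min at 37 °C, and lysed. Phospho-Akt Ser473 was read by HTRF as 665/615 ratio ×10^4.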
An asterisk follows results filed as active; i = inactive; ? = inconclusive; . = not tested or not shown; [ ] = dose if it differs, or a comment. Unless noted, the call rests on the fitted dose curve; in most records, active means well fitted curve in the direction sought with a large enough effect; inconclusive means small, poorly fitted or top-dose-only effect, or another doubt; inactive means no such curve, though single readings can be large; an effect the other way counts as inactive or inconclusive. Not all compounds are listed; the hit share may differ from the screen's.

Values run as follows: EPAC2 antagonist | CCT modulator | TGFb inhibitor | Mm-Cpn inhibitor | Nrf2 inh | EPAC2 ag | A549 tox | Nrf2 activator | pAkt inh
- COc1ccc(C(=O)c2ccc(CC#N)s2)cc1
→ -12.5% | -3.0 | 1.0% | -6.8% | . | 3.0% | -5.9% | 2.6% | i
- O=C(CN1CCCCC1)Nc1cccc2c1OCO2
→ 3.9% | -5.4 | 19.9% | -0.1% | 20.7% | 12.1% | 3.7% | -0.1% | i
- CC(C)=CCN1CCN(Cc2cc(F)ccc2-n2nc(C)cc2C)CC1CCO (configuration not stated)
→ -13.4% | -1.4 | 1.4% | ? | 9.3% | 0.5% | 9.0% | -0.3% | i
- CCN1CCCC1CNC(=S)Nc1ccc(C(C)=O)cc1 (configuration not stated)
→ -1.4% | -1.3 | -21.5% | -3.9% | -6.0% | 6.7% | 2.7% | 0.2% | i
- CCCS(=O)(=O)NC(=O)C1(C)CCCN(C(=O)c2cccc(C)c2C)C1 (configuration not stated)
→ -0.3% | -1.1 | 4.8% | . | . | 7.4% | . | -1.0% | i
- Cc1cccn2c(=O)c3cc(C(=O)NCC4CCCO4)c(=N)n(CCN4CCOCC4)c3nc12 (configuration not stated)
→ -2.5% | -5.5 | ? | -3.8% | ? | -1.6% | ? | -0.2% | i
- Cc1ccc(-c2noc(CCC(=O)NCc3ccc4c(c3)OCO4)n2)cc1
→ 3.6% | 0.2 | 0.0% | 0.5% | -8.9% | -8.9% | 1.3% | 0.3% | i
- O=C(Cn1nc(Cc2cccnc2)c2ccccc2c1=O)N1CCN(c2ccc(F)cc2)CC1
→ . | . | ? | . | -13.4% | . | 1.9% | 0.4% | .
- O=[N+]([O-])c1ccc(S(=O)(=O)N/N=C/c2ccc3c(c2)OCO3)cc1
→ -3.3% | 0.6 | -3.6% | -0.1% | -11.7% | 3.8% | -9.6% | 0.1% | i
- CC(C)N(C1=N/C(=C\c2ccco2)C(=O)N1c1ccccc1)C(C)C
→ 6.3% | -3.0 | 0.7% | -5.2% | 6.9% | 4.5% | 1.9% | -0.2% | i
- Cc1ccc(NC(=O)C2CCN(S(=O)(=O)c3c(C)n[nH]c3C)CC2)c(C)c1
→ -1.6% | 2.0 | 5.3% | 0.8% | 0.9% | 1.5% | 1.6% | -0.4% | i
- CCOC(=O)N1CCN(C(=O)c2ccc3c(=O)n(CC4CCCO4)c(=S)[nH]c3c2)CC1 (configuration not stated)
→ 10.8% | -1.3 | -2.7% | 0.8% | 3.2% | -1.2% | 7.7% | -0.3% | i
- O=C(c1cc2ccccc2o1)N1CCN(S(=O)(=O)/C=C/c2ccccc2)CC1
→ -7.0% | 1.4 | -1.4% | 1.1% | ? | 6.5% | 2.4% | 4.2% | i
- CCn1c(CNC(=O)c2ccco2)nnc1SCC(=O)Nc1ccc(Br)cc1F
→ 7.3% | -1.4 | -9.5% | 0.6% | -9.5% | 0.9% | 2.5% | 0.2% | i
- Nc1nonc1C(=O)NCCNc1ncccc1[N+](=O)[O-]
→ -2.9% | 0.7 | 4.0% | -0.4% | 18.4µM* | 7.0% | ? | 2.3% | i
- CCOC(=O)c1ccc(Oc2nc(NC)nc(OC)n2)cc1
→ -3.8% | -2.2 | 2.9% | 2.8% | -3.9% | 5.7% | 2.7% | 0.3% | i
- COc1cccc(/C=N/NC(=O)CSc2nnc(C)n2-c2ccccc2)c1OC
→ 6.6% | -4.0 | 3.3% | 0.9% | . | 13.0% | -8.9% | 2.2% | i
- CN(C(=O)CCN1C(=O)C2C3C=CC(C3)C2C1=O)c1ccccc1 (configuration not stated)
→ 6.1% | -1.6 | 1.0% | 1.8% | 6.0% | 6.1% | 2.3% | -0.7% | i
- CC(C)(C)c1cc2nc(NCCc3ccc(S(N)(=O)=O)cc3)ccn2n1
→ 4.0% | 1.3 | -3.5% | . | . | 0.7% | . | 0.5% | i
- O=Nc1ccc(O)c2ncccc12
→ 9.1% | -0.1 | ? | -3.2% | ? | 12.5% | ? | ? | i
- CCOC(=O)c1c(C)[nH]c(C)c1S(=O)(=O)N1CCC(C(=O)Nc2cc(C)ccn2)CC1
→ . | . | -0.6% | . | ? | . | -1.4% | 0.6% | .
- COC(=O)C1=C(CCc2ccccc2)NC(=O)NC1c1ccc(Cl)cc1 (configuration not stated)
→ ? | -3.9 | ? | . | ? | 18.8% | -16.4% | 6.3% | i
- Cc1ccc(NS(=O)(=O)c2cccs2)nc1
→ -1.4% | -0.1 | -11.2% | -2.4% | -12.8% | 5.5% | -6.0% | -0.5% | i
- Cc1ccc(S(=O)(=O)Nc2ccc(O)c(Sc3ncn[nH]3)c2)cc1
→ -10.4% | -0.7 | -1.0% | 3.8% | 5.4% | 8.1% | 0.1% | -1.1% | i
- COC(=O)c1cccc(NC(=O)CSc2nc(C)cc(=O)[nH]2)c1
→ 2.8% | -3.9 | -7.4% | -4.4% | 1.4% | -1.2% | -6.7% | -0.2% | i
- COc1cc(CCC(=O)OCC(=O)NC(=O)c2ccc(Cl)cc2)cc(OC)c1OC
→ 4.3% | -0.4 | 12.5% | -1.6% | 0.1% | 4.6% | 1.5% | 2.1% | i
- COCCNC(=O)C1CCCN(C(=O)c2ccc(C(F)(F)F)nc2C)CC1 (configuration not stated)
→ 0.9% | 1.8 | 16.1% | . | . | -3.4% | . | 0.2% | i
- CC(C)c1ccc2c(c1)[C@H]1OCC[C@H]1[C@@H](c1cccs1)N2
→ -8.2% | -1.5 | -11.6% | -1.5% | -2.7% | 12.5% | -4.9% | 4.6% | i
- CCCC1C(C#N)=C(N)Oc2cc(C)n(C)c(=O)c21 (configuration not stated)
→ -10.2% | -3.1 | -9.8% | -2.8% | -24.2% | 0.5% | 0.5% | -0.3% | i
- Cc1ccccc1N1C(=O)c2ccccc2NC1c1ccncc1 (configuration not stated)
→ -10.7% | -1.2 | -0.5% | 0.0% | 23.0% | 2.0% | -5.3% | -0.5% | i
- O=C(c1ccco1)N(Cc1cccc([N+](=O)[O-])c1)c1ccc(Br)cc1
→ ? | -4.5 | -19.8% | -24.9% | -12.8% | 9.8% | 3.4% | 2.2% | i
- O=C(Nc1ccc(S(=O)(=O)NCc2ccccc2)cc1)c1ccccc1[N+](=O)[O-]
→ 5.8% | 1.4 | ? | 1.6% | 0.7% | 2.0% | -2.5% | 3.3% | i
- O=C(CSc1nccc(=O)[nH]1)NC1CCCCCC1
→ -3.5% | -1.0 | -3.0% | 1.8% | 2.9% | 5.9% | -0.9% | 0.0% | i
- CCCS(=O)(=O)NC(=O)C1(C)CCCN(C(=O)c2cc3ccccc3s2)C1 (configuration not stated)
→ 8.0% | -1.2 | 0.0% | . | . | -3.4% | . | -0.2%[9.22 µM] | i
- COc1ccccc1-n1cnc2c(c1=O)c1nc3ccccc3nc1n2CCc1ccccc1
→ -1.9% | -1.5 | 25.6% | 0.8% | -5.5% | -9.5% | -6.6% | 0.2% | i
- Cc1cc(S(=O)(=O)n2cnc3cc([N+](=O)[O-])ccc32)ccc1Cl
→ 1.8% | -1.0 | 11.5% | 3.0% | -12.5% | 2.0% | 1.6% | -0.5% | i
- Cc1cc(NC(=O)CCC(=O)N(CC(=O)NCC2CCCO2)c2ccc3c(c2)OCCO3)no1 (configuration not stated)
→ -0.2% | 1.7 | 13.6% | 2.5% | 7.2% | 2.3% | 7.3% | -0.2% | i
- COc1cc2c(cc1NC(=O)C(C)Sc1ccc(NC(C)=O)cc1)oc1ccccc12 (configuration not stated)
→ -2.0% | -1.3 | ? | -0.1% | ? | -3.2% | -5.7% | 7.5% | i
- COc1cccc(C(NC(C)=O)c2nc(-c3cccc(C(=O)O)c3)cs2)c1 (configuration not stated)
→ 4.2% | -3.2 | -2.4% | . | . | 10.6% | . | 0.2% | .
- CCCc1nc2ccc(Cl)cn2c1Cc1ccsc1
→ -28.4% | -3.9 | -10.8% | . | . | 9.6% | . | 5.2% | i
- CCOC(=O)c1c(NC(=O)CN2CCCCC2)sc(C)c1C
→ -21.9% | 0.7 | 0.4% | -0.7% | 10.9% | 2.3% | -3.0% | -1.0% | i
- CCOC(=O)n1c(=O)n(C)c2ccc(Cl)cc21
→ 14.7% | 3.0 | 4.5% | -0.9% | -17.1% | 1.6% | -6.1% | 1.5% | i
- COc1cccc(-c2cc(C(=O)Nc3cc(OC)c(OC)c(OC)c3)no2)c1
→ -12.5% | -4.2 | 2.4% | 1.6% | . | 16.8% | -7.3% | -0.3% | i
- N=C1C(c2nc(-c3cccc([N+](=O)[O-])c3)cs2)=C(O)CN1NC(=O)c1ccco1
→ ? | 1.6 | -22.5% | 0.1% | -0.9% | -3.0% | -1.9% | 3.3% | i
- CCOC(=O)N1CCN(S(=O)(=O)c2cccc3ccc(C)nc23)CC1
→ -1.1% | -2.7 | 1.3% | 1.5% | . | 6.3% | 0.4% | 0.0% | i
- O=S(=O)(NCC(c1cccnc1)N1CCN(Cc2ccccc2)CC1)c1cc(F)ccc1F (configuration not stated)
→ 9.0% | -1.3 | -4.8% | 3.4% | -0.2% | 2.9% | 1.0% | -0.2% | i
- Cc1ccc(S(=O)(=O)N(C)C)cc1NC(=O)c1cccs1
→ 19.3% | 1.1 | -2.3% | -2.7% | -5.7% | 11.3% | -1.9% | -1.0% | i
- CN(C)S(=O)(=O)c1cccc(NC(=O)CCCC2CCCCC2)c1
→ -19.0% | -3.1 | -20.1% | . | -5.2% | 3.9% | 6.6% | 2.2% | i
- O=C(CCl)NCc1c(Cl)cccc1-n1cccc1
→ 8.5% | 1.6 | 3.0% | 1.8% | ? | -0.6% | -16.6% | ? | i
